mcGAS MS inh = inhibitors of mouse cGAS; 0.18% of 130,000 active; Q8C6L5; inhibition, % at 12.5 µM; recombinant mouse cGAS, cGAMP by RapidFire MS;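 active = inhibition of cGAS enzyme activity at or above 60%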;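 also: enzyme stimulated by 45 bp dsDNA with ATP and GTP substrates; cGAMP share of summed cGAMP plus half ATP and half GTP signals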
Target sequence (Q8C6L5 whole entry, looked up): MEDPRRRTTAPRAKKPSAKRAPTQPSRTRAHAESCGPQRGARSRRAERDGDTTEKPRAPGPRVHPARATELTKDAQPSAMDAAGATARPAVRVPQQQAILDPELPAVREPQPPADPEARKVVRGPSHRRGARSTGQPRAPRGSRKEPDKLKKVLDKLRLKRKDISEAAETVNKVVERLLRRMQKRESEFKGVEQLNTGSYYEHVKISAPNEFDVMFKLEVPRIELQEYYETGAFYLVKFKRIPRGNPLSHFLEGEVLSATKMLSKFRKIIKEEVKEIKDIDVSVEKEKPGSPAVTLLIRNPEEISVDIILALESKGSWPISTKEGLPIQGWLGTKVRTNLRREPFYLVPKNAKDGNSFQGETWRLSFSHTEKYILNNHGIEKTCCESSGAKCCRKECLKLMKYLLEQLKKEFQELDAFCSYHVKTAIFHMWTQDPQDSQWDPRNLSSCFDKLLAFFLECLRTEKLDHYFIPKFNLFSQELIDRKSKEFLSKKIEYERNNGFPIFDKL
* = called active by the depositor; & = joins results of further samples. Only part of the results is shown (hit frequency here may not be typical).

No.	compound	mcGAS MS inh
1	Cc1ccccc1-c1cc(O)c2c(c1)CN(C(=O)Cc1ccccn1)CCO2	-20
2	O=S(=O)(NCC1CCCO1)c1ccc(-n2cccn2)cc1 (stereo unspecified)	-5
3	O=C(C(Br)=CNCCNC=C(Br)C(=O)C(F)(F)F)C(F)(F)F	-4
4	CCOc1cc2c(cc1OCC)CN(C(=O)c1ccc[nH]c1=O)CC2	1
5	CN(CCOc1cc(Cl)cc(Cl)c1)C1CCS(=O)(=O)C1 (stereo unspecified)	-3
6	CCc1ccc(Nc2ncnc3c2nnn3C)cc1	-7
7	CSc1nc(N=CC2NC(=O)N(c3ccccc3)C2=O)c(-c2ccccc2)s1 (stereo unspecified)	-10
8	O=C(NC1CC1)c1ccnc(-c2ccc3c(c2)OCO3)c1	-9
9	CC(=O)Oc1ccc(Cn2c(C)c(C(=O)NC3CC3)sc2=O)cc1	-5
10	NC(=O)C1CCCCN1Cc1ccc(Br)cc1 (stereo unspecified)	-6
11	CN1c2ccccc2C(=O)NC1c1cn[nH]c1-c1cccs1 (stereo unspecified)	-4
12	COP(=O)(OC)c1c(C)nn(-c2c(Cl)cc(C(F)(F)F)cc2Cl)c1C	-6
13	Nc1cc(C(=O)NC2CCCC2)c2cn[nH]c2c1	-5
14	Cc1cn(C2OC(CC(=O)Oc3ccccc3)C3OC(C)(C)OC32)c(=O)[nH]c1=O (stereo unspecified)	-16
15	CCc1[nH]nc2c1C(c1ccccc1OCCCn1ccnc1)CC(=O)N2 (stereo unspecified)	8
16	CCc1cc2c(ncn3cnnc23)s1	-9
17	CN(C)CCCN(CCC#N)C(=O)c1cc2ccc(Cl)cc2[nH]1	5
18	COCCNC(=O)c1cc(N2CCC3(CCCN(C)C3=O)C2)ccn1 (stereo unspecified)	-10
19	COc1ccccc1CCNS(=O)(=O)c1ccccc1	-11
20	CC(Sc1ccccn1)C(=O)Nc1ccccc1 (stereo unspecified)	-7
21	CCCC(=O)N1CCC1(C)C(=O)Nc1ccccc1Br (stereo unspecified)	-3
22	CCOC(=O)CN1CCN(c2nc3c(c(=O)[nH]c(=O)n3C)n2CCC(C)C)CC1	-7
23	COc1ccccc1N1CCN(C(=O)CSc2nnc(N)s2)CC1	-9
24	O=S(=O)(c1cccc(Cl)c1)N(Cc1ccccc1F)C1CC1	-4
25	CC1CN(S(=O)(=O)c2cc3c(cc2F)NC(=O)CC3)CC(C)(C)O1 (stereo unspecified)	-11
26	Cc1ccccc1Oc1cc(-c2ccccc2)nc(SCc2cccc([N+](=O)[O-])c2)n1	2
27	NC(=O)c1oc2ccccc2c1NC(=O)c1ccc(-c2nc3ccccc3s2)s1	-1
28	O=C1CSC(=O)N1CC(=O)N1CCc2c([nH]c3ccccc23)C1C1CCCCC1 (stereo unspecified)	-1
29	Cc1cccc(CC(=O)Nn2cnc3c(cnn3-c3ccc(C)c(C)c3)c2=O)c1	-3
30	CC(C)c1cncnc1-c1cccc2ccnn12	-21

21 of these compounds in another layout:
no.	mcGAS MS inh	smiles
9	-5	CC(=O)Oc1ccc(Cn2c(C)c(C(=O)NC3CC3)sc2=O)cc1
10	-6	NC(=O)C1CCCCN1Cc1ccc(Br)cc1 (stereo unspecified)
11	-4	CN1c2ccccc2C(=O)NC1c1cn[nH]c1-c1cccs1 (stereo unspecified)
12	-6	COP(=O)(OC)c1c(C)nn(-c2c(Cl)cc(C(F)(F)F)cc2Cl)c1C
13	-5	Nc1cc(C(=O)NC2CCCC2)c2cn[nH]c2c1
14	-16	Cc1cn(C2OC(CC(=O)Oc3ccccc3)C3OC(C)(C)OC32)c(=O)[nH]c1=O (stereo unspecified)
15	8	CCc1[nH]nc2c1C(c1ccccc1OCCCn1ccnc1)CC(=O)N2 (stereo unspecified)
16	-9	CCc1cc2c(ncn3cnnc23)s1
17	5	CN(C)CCCN(CCC#N)C(=O)c1cc2ccc(Cl)cc2[nH]1
18	-10	COCCNC(=O)c1cc(N2CCC3(CCCN(C)C3=O)C2)ccn1 (stereo unspecified)
19	-11	COc1ccccc1CCNS(=O)(=O)c1ccccc1
20	-7	CC(Sc1ccccn1)C(=O)Nc1ccccc1 (stereo unspecified)
21	-3	CCCC(=O)N1CCC1(C)C(=O)Nc1ccccc1Br (stereo unspecified)
22	-7	CCOC(=O)CN1CCN(c2nc3c(c(=O)[nH]c(=O)n3C)n2CCC(C)C)CC1
23	-9	COc1ccccc1N1CCN(C(=O)CSc2nnc(N)s2)CC1
24	-4	O=S(=O)(c1cccc(Cl)c1)N(Cc1ccccc1F)C1CC1
25	-11	CC1CN(S(=O)(=O)c2cc3c(cc2F)NC(=O)CC3)CC(C)(C)O1 (stereo unspecified)
26	2	Cc1ccccc1Oc1cc(-c2ccccc2)nc(SCc2cccc([N+](=O)[O-])c2)n1
27	-1	NC(=O)c1oc2ccccc2c1NC(=O)c1ccc(-c2nc3ccccc3s2)s1
28	-1	O=C1CSC(=O)N1CC(=O)N1CCc2c([nH]c3ccccc23)C1C1CCCCC1 (stereo unspecified)
29	-3	Cc1cccc(CC(=O)Nn2cnc3c(cnn3-c3ccc(C)c(C)c3)c2=O)c1

Continued:
No.	compound	mcGAS MS inh
31	O=C(CC(F)(F)F)NCCS(=O)Cc1ccccc1 (stereo unspecified)	-6
32	Cc1cc2c(cc1C(=O)N1CCC3(CN(C)C(=O)O3)C1)OCCO2 (stereo unspecified)	1
33	Cn1ccc2c(-c3nc4ccccc4cc3CO)ccnc21	0
34	CCOc1ccc(/C=C/C(=O)Nc2nc3ccccc3s2)cc1	-12
35	C#CCn1c(O)c(N=NC(=O)CNC(=O)c2ccc(OC)c(OC)c2)c2ccccc21	-4
36	O=C(COc1ccccc1)NCc1nnc(SCC(=O)Nc2nc3ccccc3s2)n1-c1cccc(C(F)(F)F)c1	-12
37	O=C(Nc1ccc(-c2noc(-c3ccccc3F)n2)cc1)c1ccco1	1
38	CCc1oc(C(=O)N[C@@H]2c3ccccc3C[C@@H]2O)cc1CN1CCCC1	2
39	CCn1nnc2sc(-c3ccccc3)cc2c1=O	-25
40	CC(C)C(NC(=O)CCC1CCCO1)c1ccc2[nH]c(=O)oc2c1 (stereo unspecified)	-3
41	O=c1c(NCCC2=CCCCC2)nccn1-c1ccc(F)c(Cl)c1	-2
42	Cn1cc(CN2CCCC(C(=O)c3ccccc3)C2)c(-c2ccc3c(c2)OCCO3)n1 (stereo unspecified)	-2
43	COc1ccc(-c2cc(=NCCC(=O)O)c3cc(C)ccc3o2)cc1OC	1
44	CCc1ncc(C(=O)N2C[C@H]3CC=CC[C@H]3C2)cn1	10
45	COc1cc(C(=O)NCc2c(C)noc2C)nc(OC)n1	-24
46	CC(C)c1ccc(CC(=O)N2CCC2(C)C(=O)NS(=O)(=O)c2ccc(C#N)cc2)cc1 (stereo unspecified)	-7
47	CC1(C)CC(NC(=O)CCn2ccc3ccccc32)CC(C)(C)N1	-3
48	C=CCSCC(=O)NCC(C)(COC)NC(=O)CSCC=C (stereo unspecified)	16
49	CCCNC(=O)C1(C)CCCN(Cc2ccnc3ccccc23)C1 (stereo unspecified)	1
50	Cc1c(C)c2c(c(C)c1O)CCC(C)(C(=O)O)O2 (stereo unspecified)	12
51	Cc1ccc(-c2ccc3c(c2)C(=O)OC3)cc1	-38
52	CCc1ccc(-c2nnn(CC(=O)NC3(C#N)CCCC3)n2)cc1	-9
53	CCN1CCCC(OC(=O)C(c2ccccc2)c2ccccc2)C1 (stereo unspecified)	-7&-6&-5
54	CC(=O)Nc1cc(-c2csc(C)n2)ccc1O	-2
55	N#CSc1ccc(NS(=O)(=O)c2ccc3c(c2)OCCO3)cc1	-3
56	N#Cc1ccccc1NC(=O)Nc1ccc(N2CCOCC2)c(Cl)c1	-11
57	COc1ccc(C(=O)NNC(=O)CC2Sc3ccccc3NC2=O)cc1 (stereo unspecified)	-6
58	COc1c(F)ccc(C(=O)N(Cc2c(C)nn(C)c2C)C2CC2)c1F	-35
59	c1ccn2c(C3CCN(Cc4cc5n(n4)CCCNC5)CC3)nnc2c1	3
60	CC(=O)c1ccc(N2CCN(C(=O)CSc3ccc(F)cc3F)CC2)cc1	-1
61	Cc1ccccc1N1CCN(C2CCCN(Cc3ccc(C#CCCO)cc3)C2)CC1 (stereo unspecified)	-6
62	Cc1cccn2c(=O)nc(SCc3cccc4ccccc34)nc12	-8
63	O=C(c1cccnc1)N1CCc2c(ncnc2N2C[C@H]3CC[C@@H](C2)N3)C1	-18
64	CCn1ncnc1C(C)NC(=O)c1occc1C (stereo unspecified)	-9
65	Cc1ccc(C(=O)NCC(=O)NC(C)c2cc(C)sc2C)s1 (stereo unspecified)	-23
66	Fc1ccccc1CC1CCN(Cc2nc(-c3cccs3)no2)CC1	-9
67	CNc1nc(=O)n(-c2nc(-c3ccccc3)oc2-c2ccccc2)cc1Cl	-14
68	O=C(/C=C/c1ccc(-n2ccnc2)cc1)NC1CCSc2c(F)cccc21 (stereo unspecified)	-1
69	O=C(CCN1CCCC1)Nc1cccc2ccccc12	-7
70	N#Cc1ncn(CCC23CC4CC(CC(C4)C2)C3)n1	4
71	CCOc1ccc(-c2c(C)[n+]3c(n2-c2ccc(OCC)cc2)CCCCC3)cc1	-5
72	CN1CCN(/N=C2\C(=O)Nc3ccc(F)cc32)CC1	-8
73	Cc1cn2c3c(=O)n(CC(C)C)c(=O)n(C)c3nc2n1CCN1CCOCC1	-4
74	Cc1nc(CN2CCCN(Cc3noc(C4CC4)n3)CC2)oc1C	-5
75	CC1CCN(S(=O)(=O)N2CC=C(c3c[nH]c4ccccc34)CC2)CC1	-3
76	CC(NC(=O)c1ccc2c(c1)no[n+]2[O-])c1ccccc1-n1cccn1 (stereo unspecified)	-19
77	O=C1OC2C(C(=O)O)Sc3c(sc(=O)n3-c3ccccc3)C2c2cc(Br)ccc21 (stereo unspecified)	11
78	Cc1ccc(Cn2cccc(C(=O)O)c2=O)cc1	-4
79	COC(=O)c1cncc(N2C[C@@H]3C4CCC(CC4)[C@@H]3C2)n1	-20
80	O=c1c(NC2CC2)c(Cl)cnn1C12CC3CC(CC(C3)C1)C2	-4
81	COCc1ccc(CN2CCCC(C(=O)Nc3cccc(-c4ccc(F)cc4)c3)C2)o1 (stereo unspecified)	-3
82	CCN(C1CCS(=O)(=O)C1)S(=O)(=O)c1ccc(Cl)s1 (stereo unspecified)	-3
83	Cc1ccc(C)c(Cn2c(CN3CCCC(C)C3)nc3c2c(=O)n(C)c(=O)n3C)c1 (stereo unspecified)	-9
84	NC(=O)c1cc(NC(=O)C2(c3ccccc3)CCC2)c(F)cc1F	1
85	COc1ccc(CNC(=O)CSc2nc3[nH]ncc3c(=O)n2-c2ccccc2)cc1	-5
86	CC(C)CN(CCn1c(=O)oc2ccccc21)Cc1cnn(C)c1	-10
87	CCOC(=O)c1c(C)oc2c1cc(O)c1ccccc12	3
88	O=C(Cn1cnc2ccccc21)N1CCN(c2ccc(-c3cccs3)nn2)CC1	-1
89	COc1ccc(OC)c(-c2cc(C(=O)N3CCN(C(=O)C4CC4c4cccs4)CC3)[nH]n2)c1 (stereo unspecified)	-2
90	CCn1nccc1C(=O)N1CCC(c2cc(Cc3ccccc3)[nH]n2)CC1	-13

The list goes on:
No.	compound	mcGAS MS inh
91	COc1ccc(N2C(=O)CC(N3CCN(c4ncccn4)CC3)C2=O)cc1 (stereo unspecified)	-3
92	CC(C)(C)n1ncc2c(=O)n(NC(=O)c3ccc(Cl)c([N+](=O)[O-])c3)cnc21	-4
93	CC1CCN(c2nc3c(c(=O)[nH]c(=O)n3C)n2CCSc2nc3ccccc3[nH]2)CC1	-9
94	O=C(O)c1ccc(Cn2cc(Br)cn2)o1	11
95	COc1ccc(C(C)C)cc1[C@H]1N[C@](CO)(CCCO)[C@H]2CN(C)C[C@@H]12	8
96	CCNc1ncc(CN2CCn3nc(C(=O)N4CCCC4)cc3C2)cn1	-8
97	CNc1ncccc1C(=O)N1CCCC(O)(CN(C)C)CC1 (stereo unspecified)	-14
98	Cc1ccc(S(=O)(=O)NC(=O)C2(C)CCN2C(=O)Cc2ccc(C(C)(C)C)cc2)nc1 (stereo unspecified)	-10
99	CCCCCCC1CCC(c2noc(-c3cccc(Br)c3)n2)CC1 (stereo unspecified)	-17
100	Cc1cc2cc(CNS(C)(=O)=O)ccc2n1C	2
101	CC(=O)NCCC(=O)N1CCCC(CCc2cccc(F)c2)C1 (stereo unspecified)	4
102	Cc1cc(C(=O)N2CCCC2)ccc1NCc1nccc(N)n1	-3
103	O=C1NCCN1c1cccc(C(=O)N2CCCC2Cc2cccc(F)c2)c1 (stereo unspecified)	-14
104	Cc1c(C(=O)NCCC#N)sc(=O)n1Cc1ccccc1C(F)(F)F	-6
105	O=C(c1ccccc1Oc1ccccc1)N1CCc2c(nc[nH]c2=O)C1	-9
106	C=CCNC(=O)c1c(C(F)(F)F)nn(C2CCCN(C)C2)c1C (stereo unspecified)	-3

Four entries from above, ordered by formula weight, falling.
No.	compound	mcGAS MS inh
92	CC(C)(C)n1ncc2c(=O)n(NC(=O)c3ccc(Cl)c([N+](=O)[O-])c3)cnc21	-4
104	Cc1c(C(=O)NCCC#N)sc(=O)n1Cc1ccccc1C(F)(F)F	-6
97	CNc1ncccc1C(=O)N1CCCC(O)(CN(C)C)CC1 (stereo unspecified)	-14
94	O=C(O)c1ccc(Cn2cc(Br)cn2)o1	11
